PI4K2A block – inhibitors of human PI4K2A | Q9BTU6 | purified PI4K2A, ADP-Glo luminescence, 1 h; stronger effect = lower value | activity change, negative = inhibition, % at 76.9 µM | 420,000 compounds, 0.13% hits; in the data active means activity change below about -50%; inconclusive means mostly about -30% to -49%;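 further: -100% = wells without enzyme as full effect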
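Compounds are screened against recombinant PI4K2A using PI as substrate and ATP, the latter dispensed at 300 microM. Reactions run one hour at ambient temperature before ADP-Glo detection; full inhibition defined by wells lacking enzyme.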
ERG-DNA inh – blocks human ERG Ets domain binding to DNA; P11308; fluorescence polarization, His-ERG Ets domain / labelled DNA; Potency, µM (series often up to 76.9 µM), for the others: at the highest dose FP activity, negative = inhibition, actives largely listed as inhibitors; 370,000 compounds, 0.028% hits; AID 624246; active means well fitted inhibition curve with a large enough effect in the polarisation, with a control signal flat; inconclusive means small, poorly fitted or top-dose-only effect, or effect the other way, or a change in a side signal; inactive means no such curve, though single readings can be large or run the other way; the % refers to the polarisation;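 further: polarization taken with two DNA probes labelled with fluorescein and Texas red; potency means the concentration at half of the fitted maximal effect; % of control where 0% means no effect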
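His-tagged ERG Ets domain (1 uM in the protein solution; 300mM KCl, 50mM Tris-HCl, 1mM EDTA, 1mM DTT, pH 7.5) received compound, then a probe mix of 5 nM fluorescein-DNA and 100nM Texas-615-DNA. Fluorescence polarization was read for both dyes.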
RGS4 inh – inhibitors of human regulator of G protein signaling 4 | Potency, µM (doses to about 114 µM), inactives show at the highest dose activity change, negative = inhibition, most hits filed as inhibitors | Transcreener GDP fluorescence polarization, RGS4-accelerated GTP hydrolysis | 390,000 compounds, 0.039% hits; further: potency means the concentration at half of the fitted maximal effect; on the % scale 0 is the no-effect control and ±100 the full control effect; nearly all actives have a fitted effect of over 75% in size; some results filed as inactive show a strong effect at the top dose
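MLSMR compounds (23 nl, pin-transferred) preincubated 10 min at room temperature with a 500nM (2x) first reagent, then RGS4 at 900nM (2x) plus Transcreener GDP mix added; fluorescence polarization (620/688 nm) read before and after 90 min at 30 °C.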
HP1b binding inh – inhibitors of HP1-beta chromodomain binding to methylated histone tails | P83916 | AlphaScreen HP1-beta / biotin-H3K9me3 peptide binding | Potency, µM (doses to about 114 µM), for inactives: at the highest dose activity change, negative = inhibition, most hits filed as inhibitors | 390,000 compounds, 0.56% hits; further: potency means the concentration at half of the fitted maximal effect; nearly all actives have a fitted effect of over 70% in size; inactives centre near 23
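AlphaScreen: HP1-beta (50 nM) preformed 30 min with biotin-H3(1-18)K9me3 peptide (50 nM) in PBS pH 7.4, 0.01% Tween-20. Compound added for 30 min at RT, then streptavidin donor/nickel chelate acceptor beads (10 ug/mL) for 30 min.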
JMJD2A Tudor inh – JMJD2A Tudor domain (human) inhibition | O75164 | AlphaScreen JMJD2A-Tudor / H3K4me3 peptide binding | Potency, µM (top dose mostly 114 µM), without a hit: top-dose activity change, negative = inhibition, usual class: inhibitors | 390,000 compounds, 4.4% hits | AID 504339; further: potency means the concentration at half of the fitted maximal effect; on the % scale 0 is the no-effect control and ±100 the full control effect; nearly all actives have a fitted effect of over 50% in size
BAZ2B inh – blocks human BAZ2B; AlphaScreen BAZ2B-H3K14Ac peptide displacement; 360,000 compounds, 4.4% hits; Potency, µM (doses to about 114 µM), for inactives: top-dose activity change, negative = inhibition, most hits filed as inhibitors; AID 504333; further: potency means the concentration at half of the fitted maximal effect; on the % scale 0 is the no-effect control and ±100 the full control effect; nearly all actives have a fitted effect of over 60% in size
Target sequence (Q9UIF8 whole entry, looked up): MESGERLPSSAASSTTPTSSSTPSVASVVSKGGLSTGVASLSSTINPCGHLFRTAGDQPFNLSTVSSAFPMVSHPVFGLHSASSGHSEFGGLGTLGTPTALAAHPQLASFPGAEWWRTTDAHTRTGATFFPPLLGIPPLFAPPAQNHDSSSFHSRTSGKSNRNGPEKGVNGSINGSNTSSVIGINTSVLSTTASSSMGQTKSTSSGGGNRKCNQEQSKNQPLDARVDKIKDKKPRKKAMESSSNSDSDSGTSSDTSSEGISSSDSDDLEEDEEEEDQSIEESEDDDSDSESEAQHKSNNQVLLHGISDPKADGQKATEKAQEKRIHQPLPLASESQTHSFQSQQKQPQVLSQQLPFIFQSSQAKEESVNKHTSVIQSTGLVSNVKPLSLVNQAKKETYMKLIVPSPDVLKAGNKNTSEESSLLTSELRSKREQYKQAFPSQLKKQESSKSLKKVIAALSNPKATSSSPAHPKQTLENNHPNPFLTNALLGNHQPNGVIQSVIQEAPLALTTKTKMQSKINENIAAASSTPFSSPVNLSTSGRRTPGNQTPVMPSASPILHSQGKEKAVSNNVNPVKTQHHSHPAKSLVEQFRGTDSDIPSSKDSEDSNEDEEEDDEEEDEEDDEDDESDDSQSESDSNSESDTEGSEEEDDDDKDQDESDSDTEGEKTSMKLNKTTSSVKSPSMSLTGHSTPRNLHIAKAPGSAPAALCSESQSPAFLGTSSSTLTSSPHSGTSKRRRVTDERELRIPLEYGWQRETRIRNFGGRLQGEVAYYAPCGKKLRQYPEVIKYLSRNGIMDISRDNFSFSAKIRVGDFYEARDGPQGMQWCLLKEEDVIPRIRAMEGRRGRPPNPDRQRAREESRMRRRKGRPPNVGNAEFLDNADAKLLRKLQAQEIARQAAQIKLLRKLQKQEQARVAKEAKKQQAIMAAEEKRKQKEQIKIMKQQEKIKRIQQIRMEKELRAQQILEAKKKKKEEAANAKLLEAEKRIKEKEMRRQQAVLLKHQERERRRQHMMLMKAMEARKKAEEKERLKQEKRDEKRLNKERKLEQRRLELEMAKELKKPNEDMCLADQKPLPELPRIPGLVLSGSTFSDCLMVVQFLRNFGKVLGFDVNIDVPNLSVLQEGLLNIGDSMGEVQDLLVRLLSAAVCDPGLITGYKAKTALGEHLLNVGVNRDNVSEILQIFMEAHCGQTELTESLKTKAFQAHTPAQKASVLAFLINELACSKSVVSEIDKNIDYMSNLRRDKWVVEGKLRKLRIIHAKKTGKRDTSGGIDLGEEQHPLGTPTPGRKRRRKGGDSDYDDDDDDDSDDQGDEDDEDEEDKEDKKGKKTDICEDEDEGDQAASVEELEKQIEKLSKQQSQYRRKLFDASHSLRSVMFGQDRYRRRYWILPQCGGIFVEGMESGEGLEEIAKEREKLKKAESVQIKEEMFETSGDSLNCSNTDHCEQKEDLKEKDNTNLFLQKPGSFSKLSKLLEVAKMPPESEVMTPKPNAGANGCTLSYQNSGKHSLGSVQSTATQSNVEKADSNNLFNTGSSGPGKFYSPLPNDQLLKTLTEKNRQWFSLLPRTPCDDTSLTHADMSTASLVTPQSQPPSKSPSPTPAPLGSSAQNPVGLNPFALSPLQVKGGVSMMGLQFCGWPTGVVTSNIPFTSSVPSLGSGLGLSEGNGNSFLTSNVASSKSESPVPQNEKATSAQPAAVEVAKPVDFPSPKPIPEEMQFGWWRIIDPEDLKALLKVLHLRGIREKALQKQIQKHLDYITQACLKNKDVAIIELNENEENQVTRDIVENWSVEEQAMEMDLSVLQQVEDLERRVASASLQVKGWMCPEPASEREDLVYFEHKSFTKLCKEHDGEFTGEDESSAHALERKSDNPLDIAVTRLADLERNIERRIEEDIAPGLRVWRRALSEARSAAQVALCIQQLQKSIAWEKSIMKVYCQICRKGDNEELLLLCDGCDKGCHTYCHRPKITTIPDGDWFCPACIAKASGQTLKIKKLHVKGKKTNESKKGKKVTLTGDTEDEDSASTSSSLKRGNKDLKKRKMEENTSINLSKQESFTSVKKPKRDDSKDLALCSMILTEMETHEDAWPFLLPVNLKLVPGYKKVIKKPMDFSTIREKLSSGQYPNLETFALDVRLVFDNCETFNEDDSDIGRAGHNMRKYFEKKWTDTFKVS
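Multi-concentration screen (max 110 uM) measuring displacement of acetylated histone H3 peptide from BAZ2B by AlphaScreen, using 50 nM protein, 50 nM peptide and 10 ug/mL streptavidin donor plus Ni-chelate acceptor beads.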
12-LOX inh – ALOX12 (human) lipoxygenase inhibition. 580,000 compounds, 1.1% hits. P18054. Potency, µM (doses to about 108 µM), for the others: at the top dose activity change, negative = inhibition, usual class: inhibitors. AID 1671190. purified 12hLO, xylenol orange hydroperoxide absorbance; further: potency means the concentration at half of the fitted maximal effect; on the % scale 0 is the no-effect control and ±100 the full control effect
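Purified human 12hLO (150 nM final) in 25 mM Hepes, 0.01% Triton X-100, pH 7.0 was preincubated 15 min at room temperature with compound. Then 40 uM arachidonic acid was added, 30 min. Hydroperoxide was read by Fe-XO absorbance ratio 573/405 nm.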
G9a inh – G9a (human) methyltransferase inhibition; Q96KQ7; G9a H3K9 monomethylation, AlphaScreen, 2 h; Potency, µM (doses to about 102 µM), for inactives: top-dose activity, negative = inhibition, most hits filed as inhibitors; 350,000 compounds, 8.8% hits; AID 504332; further: potency means the concentration at half of the fitted maximal effect; on the % scale 0 is the no-effect control and ±100 the full control effect; nearly all actives have a fitted effect of over 75% in size
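AlphaScreen read-out: biotin-H3K9 peptide (500 nM) methylation by 20 nM enzyme with 20 uM SAM, 2 h at room temperature after 15 min compound preincubation; anti-monomethyl H3K9 antibody plus donor/acceptor beads, 10 min dark.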
GLS inhibitor – inhibitors of human glutaminase (GLS); 410,000 compounds, 0.21% hits; GLS enzymatic activity, qHTS titration; O94925; AID 624170; Potency, µM (highest dose often 45.5 µM), for inactives: at the highest dose activity change, negative = inhibition, hits mostly inhibitors; further: potency means the concentration at half of the fitted maximal effect; on the % scale 0 is the no-effect control and ±100 the full control effect
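Two-point fluorescence kinetic (t0, 30 min RT) for hKGA; glutamate detected via glutamate oxidase–HRP–Amplex Red. Substrate: 1 mM L-glutamine solution; buffer 45 mM KH2PO4, pH 8.2.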
The depositor's hits bear a star; ? = inconclusive; · = no result given; [ ] = dose if it differs, or a comment. Unless noted, the call rests on the fitted dose curve; in most records, active means well fitted curve in the direction sought with a large enough effect; inconclusive means small, poorly fitted or top-dose-only effect, or another doubt; inactive means no such curve, though single readings can be large; an effect the other way counts as inactive or inconclusive.

PI4K2A block	ERG-DNA inh	RGS4 inh	HP1b binding inh	JMJD2A Tudor inh	BAZ2B inh	12-LOX inh	G9a inh	GLS inhibitor	smiles
4	10%	-15%	37%	1%	2%	3%	?	0%	CCc1cc(C(=O)OC)c(NC(=O)CC2Sc3ccc(C(F)(F)F)cc3NC2=O)s1 (configuration not stated)
2	-1%	6%	25%	-14%	-5%	-9%	0%	-15%	CC(=O)c1ccc(NC(=S)N2CCCC(C(F)(F)F)C2)cc1 (configuration not stated)
3	-6%	35%	6%	-10%	-19%	?	31%	8%	O=c1cc(CSc2ccc(Cl)cc2)nc(-c2ccncc2)[nH]1
4	8%	-13%	20%	-16%	1%	0%	22%	-9%	C=CCNC(=O)CN1N=C(c2ccc(C)cc2)CCC1=O
-5	1%	-12%	-26%	?	?	?	?	12%	O=C(/C=C/c1ccco1)Nc1sc2c(c1C(=O)O)CCC2
-16	9%	8%	1%	-13%	?	-22%	·	-5%	Cc1[nH]n(-c2ccc([N+](=O)[O-])cc2)c(=O)c1/C=N/N1CCOCC1
4	-9%	-29%	27%	-22%	-2%	0%	0%[59 µM]	-7%	Cc1onc(-c2ccccc2Cl)c1C(=O)Nc1nnc(-c2ccc(Cl)cc2Cl)s1
0	2%	-7%	33%	-16%	-31%	-20%	1%[59 µM]	2%	CC(=O)c1cccc(NC(=O)C2CCCN(C(=O)c3cnn(-c4ccccc4)c3-n3cccc3)C2)c1 (configuration not stated)
7	-7%	5%	-2%	-13%	10%	1%	-19%	12%	Nc1cc(N)nc(SCC(=O)Nc2ccc3c(c2)OCO3)n1
0	-3%	-12%	28%	-15%	-5%[57.1 µM]	-9%	5%	-5%	CCC(=O)NC(Nc1sc2c(c1C(=O)OC)CCCC2)(C(F)(F)F)C(F)(F)F
0	-2%	-20%	26%	-8%	-6%	?	0%[12.7 µM]	4%	CCCCN(C(=O)c1ccc(-c2ccc(Cl)cc2)o1)c1c(N)n(CC(C)C)c(=O)[nH]c1=O
-4	-4%	15%	27%	-9%	0%	1%	-2%	0%	CC1Oc2ccccc2C=C1/C=N/NC(=O)[C@@H](C)NC(=O)OC(C)(C)C (some centres not stated)

5 compounds picked at random from the list so far, as already listed:
PI4K2A block	ERG-DNA inh	RGS4 inh	HP1b binding inh	JMJD2A Tudor inh	BAZ2B inh	12-LOX inh	G9a inh	GLS inhibitor	smiles
2	-1%	6%	25%	-14%	-5%	-9%	0%	-15%	CC(=O)c1ccc(NC(=S)N2CCCC(C(F)(F)F)C2)cc1 (configuration not stated)
-5	1%	-12%	-26%	?	?	?	?	12%	O=C(/C=C/c1ccco1)Nc1sc2c(c1C(=O)O)CCC2
7	-7%	5%	-2%	-13%	10%	1%	-19%	12%	Nc1cc(N)nc(SCC(=O)Nc2ccc3c(c2)OCO3)n1
4	-9%	-29%	27%	-22%	-2%	0%	0%[59 µM]	-7%	Cc1onc(-c2ccccc2Cl)c1C(=O)Nc1nnc(-c2ccc(Cl)cc2Cl)s1
0	-3%	-12%	28%	-15%	-5%[57.1 µM]	-9%	5%	-5%	CCC(=O)NC(Nc1sc2c(c1C(=O)OC)CCCC2)(C(F)(F)F)C(F)(F)F

Copied from the list:
In 12-LOX inh, CCC(=O)NC(Nc1sc2c(c1C(=O)OC)CCCC2)(C(F)(F)F)C(F)(F)F is entered as -9%
In BAZ2B inh, CC1Oc2ccccc2C=C1/C=N/NC(=O)[C@@H](C)NC(=O)OC(C)(C)C (some centres not stated) is entered as 0%

Next section:
PI4K2A block	ERG-DNA inh	RGS4 inh	HP1b binding inh	JMJD2A Tudor inh	BAZ2B inh	12-LOX inh	G9a inh	GLS inhibitor	smiles
0	-10%	12%	30%[activator]	-10%	·	-10%	8%[59 µM]	-7%	CC(C)C(NC(=O)CNC(=O)OC(C)(C)C)C(=O)NCc1ccccc1 (configuration not stated)
-3	-1%	-6%	42%[activator]	4%	-16%	?	-4%[59 µM]	9%	O=C(Cn1cc(SCc2ccc(C(F)(F)F)cc2)c2ccccc21)N1CCCC1
1	-7%	?	-14%	?	9%	0%	27%[59 µM]	8%	COc1ccc(CC(=O)N2CCN(C(=O)Cc3ccc(OC)cc3)CC2)cc1
0	-1%	16%	19%	-7%	12%	-8%	8%[0.501 µM]	0%	CCN(C(=O)COC(=O)c1cc(S(=O)(=O)N(C)C)ccc1Cl)C1CCS(=O)(=O)C1 (configuration not stated)
-22	·	7%	-33%	20µM*	7.1µM*	-18%	5%[12.7 µM]	16%	CN(C)CCCNC(=O)c1ccc(-c2cc(O)c3ncccc3c2)cc1
-11	4%	-14%	49%[activator]	-1%	-9%	?	-35%	-9%	CCOC(=O)c1ccc[n+](CC(=O)c2ccc(NC(=O)c3ccccc3)cc2)c1
-1	2%	13%	31%	0%	·	29%	·	1%	COc1ccc(CCNC(=O)COC(=O)c2cc3ccccc3oc2=O)cc1OC
-3	0%	10%	29%	-4%	1%	3%	4%[59 µM]	6%	Cc1cc(C)c(C(=O)Nc2ccccc2)c(SCC(=O)Nc2ccc(Br)cc2C)n1
-2	8%	-46%	-18%	79µM*	40µM*	?	28µM*	-9%	Cc1ccc(NC(=O)CN2C(=O)N/C(=C/c3cc(C)n(-c4ccc(C(=O)O)cc4)c3C)C2=O)cc1
-2	-12%	14%	20%	-5%	5%	12%	8%[12.7 µM]	6%	CCCCN(C(=O)C1CCCC1)C1CCS(=O)(=O)C1 (configuration not stated)
-6	-3%	-30%	32%	-13%	·	-10%	5%[59 µM]	-1%	CSc1nsc(SCC(=O)Nc2c(C)n(C)n(-c3ccccc3)c2=O)n1
-7	6%	-28%	29%	-13%	-7%	6%	-10%	0%	COCCCNC(=S)N(Cc1cccnc1)Cc1ccc(OC)c(OC)c1

PI4K2A block	ERG-DNA inh	RGS4 inh	HP1b binding inh	JMJD2A Tudor inh	BAZ2B inh	12-LOX inh	G9a inh	GLS inhibitor	smiles
-17	-7%	-21%	-28%	?	50µM*	?	79µM*	17%	Cc1cc(/C=C2\SC(=O)N(C)C2=O)c(C)n1-c1ccc(O)cc1
2	1%	14%	11%	-14%	7%	8%	34%	17%	O=C(NC1(Cc2ccc(O)cc2)CCCCC1)c1ccccc1
-4	1%	-6%	-11%	-29%	?	-10%	?	0%	CC(C)n1cc2c(c1-c1ccccc1Cl)c(=O)n(C)c(=O)n2C
1	4%	21%	35%	-13%	-2%	2%	3%[0.0925 µM]	-8%	COc1ccc(-c2cc(C)no2)cc1S(=O)(=O)NCc1cccc(C)c1
3	8%	-39%	4%	-20%	2%	·	54%[activator][12.7 µM]	32%[activator]	Cc1cc(C)c(S(=O)(=O)Nc2ccc(O)cc2)cc1C
-3	-16%	-3%	32%	-12%	-22%	?	50µM*	34%[activator]	O=C1OC2(CCCCC2)OC(=O)C1=CNc1nccs1
4	-10%	22%	24%	-32%	-5%	?	-21%[12.7 µM]	-5%	CC(=O)Nc1cccc(OCC(=O)NS(=O)(=O)c2ccc(Cl)cc2)c1
2	-14%	16%	9%	-25%	?	?	?	5%	O=S(=O)(Nc1ccccc1Cl)c1cccc2nsnc12
-12	26%	1%[11.4 µM]	-10%	-29%[11.4 µM]	-37%	10%	50µM*	14%	O=C(O)c1ccc(N/N=C/C2=Cc3ccccc3OC2)cc1
-1	-9%	-6%	13%	-20%	-27%	-4%	?	-22%	Cc1cc(=O)oc2c3c(cc(OCC(=O)N[C@@H](Cc4ccccc4)C(=O)O)c12)OC(C)(C)CC3
2	-9%	?	?	32µM*	-2%	-9%	18%[59 µM]	-10%	COc1ccc(C(=O)NCC2(c3ccccc3)CCOCC2)cc1[N+](=O)[O-]
6	1%	-39%	30%	-12%	-10%	-10%	?	-2%	CC1(C(=O)Nc2nnc(SCc3ccccc3)s2)Cc2ccccc2C(=O)O1 (configuration not stated)

Screening results (PubChem BioAssay)

A portion of the library; rates above refer to the full screens.
